# Mtb UGM inh: inhibitors of M. tuberculosis UDP-galactopyranose mutase; purified UGM, fluorescence polarization probe displacement; 320,000 compounds, 0.06% hits; P9WIQ1; inhibition, % at 10 µM; AID 504406; in the data active means inhibition above about 10%, passing the limit was not always enough; inconclusive means no clear call, values can overlap the other calls
# Target sequence (P9WIQ1 whole entry, looked up): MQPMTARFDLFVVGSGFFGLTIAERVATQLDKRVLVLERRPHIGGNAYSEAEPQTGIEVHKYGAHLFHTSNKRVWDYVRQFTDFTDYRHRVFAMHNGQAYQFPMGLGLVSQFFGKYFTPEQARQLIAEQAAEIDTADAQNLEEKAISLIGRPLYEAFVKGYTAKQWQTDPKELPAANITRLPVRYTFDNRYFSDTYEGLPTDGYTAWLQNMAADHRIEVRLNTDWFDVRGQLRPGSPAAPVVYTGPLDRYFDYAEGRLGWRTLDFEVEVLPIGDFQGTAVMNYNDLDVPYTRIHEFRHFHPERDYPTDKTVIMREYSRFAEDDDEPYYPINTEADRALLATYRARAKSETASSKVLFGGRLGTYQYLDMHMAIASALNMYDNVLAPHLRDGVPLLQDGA
# FadD28 FP inh: blocks FadD28 binding to the bisubstrate probe; fluorescence polarization; inhibition, % at 12.5 µM; 360,000 compounds, 0.22% hits; AID 588549; in the data active means inhibition above about 8.5%, passing the limit was not always enough; inconclusive means no clear call, values can overlap the other calls
# Anthrax LF inh2: inhibitors of Bacillus anthracis lethal factor protease; P15917; multiplex microsphere protease cleavage assay, LF; inhibition, % at 10 µM; 360,000 compounds, 0.12% hits; AID 588501; further: plate controls were buffer without enzyme for full effect and enzyme alone for no effect
# PfHsp40 rescue: restores yeast growth despite PfHsp40 toxicity; S. cerevisiae expressing PfHsp40, growth rescue, ATP luminescence; growth rescue, % at 12.5 µM; 340,000 compounds, 0.68% hits; in the data active means growth rescue above about 28%, passing the limit was not always enough; inconclusive means no clear call, values can overlap the other calls;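 further: yeast W303a lacking pdr1 and pdr3 grown in galactose medium; growth measured after three days at 30 °C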
# BoNT F protease: inhibitors of Botulinum neurotoxin F light chain protease; Multiplex microsphere protease cleavage assay, flow cytometry; inhibition, % at 10 µM; 360,000 compounds, 0.22% hits; in the data active means inhibition above about 35%, passing the limit was not always enough; inconclusive means no clear call, values can overlap the other calls; further: plate controls were buffer without enzyme for full effect and enzyme alone for no effect
# Mtb BioA inh: inhibitors of Mycobacterium tuberculosis BioA enzyme | purified M. tuberculosis BioA enzyme, plate reader | inhibition, % at 9.99 µM | 360,000 compounds, 0.096% hits | AID 602481; in the data active means inhibition above about 40%; inconclusive means no clear call, values can overlap the other calls
# Mtb FBA inh: inhibitors of M. tuberculosis fructose-bisphosphate aldolase. P9WQA3. purified M. tuberculosis FBA, fluorescence read-out. inhibition, % at 1 µM. 360,000 compounds, 2.3% hits; in the data active means inhibition above about 27%;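 further: 0% = vehicle and 100% = reference inhibitor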
# Target sequence (P9WQA3 whole entry, looked up): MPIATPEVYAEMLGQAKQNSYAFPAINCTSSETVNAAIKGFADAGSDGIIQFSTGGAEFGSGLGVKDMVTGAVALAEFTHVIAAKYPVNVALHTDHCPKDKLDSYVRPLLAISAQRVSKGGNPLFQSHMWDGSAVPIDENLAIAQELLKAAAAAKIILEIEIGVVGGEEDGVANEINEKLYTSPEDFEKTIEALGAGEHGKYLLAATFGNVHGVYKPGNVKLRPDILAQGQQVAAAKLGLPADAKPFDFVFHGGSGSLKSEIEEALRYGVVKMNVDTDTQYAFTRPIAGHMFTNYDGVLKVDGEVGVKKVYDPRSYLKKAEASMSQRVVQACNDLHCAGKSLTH
# BoNT-A LC inh2: BoNT A light chain protease inhibition; multiplex microsphere protease substrate cleavage, flow cytometry; inhibition, % at 10 µM; 360,000 compounds, 0.17% hits; further: plate controls were buffer without enzyme for full effect and enzyme alone for no effect
# GDH-TPI counter: GDH-TPI coupled enzyme inhibition counter-screen. 360,000 compounds, 1.2% hits. AID 588335. GDH-TPI coupled enzyme counterscreen, NADH absorbance. inhibition, % at 4.8 µM; in the data active means inhibition above about 30%;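 further: 0% = DMSO wells and 100% = wells lacking the enzyme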
# An asterisk follows results filed as active; ? = inconclusive; · = not tested or not shown; & = joins results of further samples. Unless noted, no stated cut-off is given here; in the data, active means inhibition above about 30%; inconclusive means no clear call, values can overlap the other calls; inactive means below that.
# Every second line gives: Mtb UGM inh	FadD28 FP inh	Anthrax LF inh2	PfHsp40 rescue	BoNT F protease	Mtb BioA inh	Mtb FBA inh	BoNT-A LC inh2	GDH-TPI counter
- O=C(Nc1ccc2c(c1)nc1n2CCN(Cc2ccccc2)C1)NC1CCCCC1
 : -3.6	-0.7	-30	-1.1	-89	-1.0	80*	7.1	8
- O=C(COC(=O)c1ccccn1)NCc1ccc(Cl)cc1Cl
 : -0.3	·	-1	-0.6	-7	1.0	3	-2.8	-9
- CCn1c(SCC(=O)NC2CC2)nnc1-c1ccc(C)cc1
 : 0.0	-3.1	2	-0.3	5	-1.8	0	1.6	-8
- O=NN(C(=O)NC1CCC(C(=O)O)CC1)C1CCC(C(=O)O)CC1 (configuration not stated)
 : ·	-2.7	-3	·	-6	·	4	-0.8	·
- COC(=O)c1cc(-c2c(-c3cc(OC)c(OC)c(OC)c3)noc2C)cc([N+](=O)[O-])c1
 : 3.5	-1.5	-5	-0.3	-3	2.1	1	-0.1	21
- COc1ccccc1NC(=O)Cc1noc(CSc2nnc(C)s2)n1
 : 2.9	-0.8	-1	0.1	-1	-2.7	-2	0.4	-6
- CCOc1ccc(/C=N/NC(=O)c2ccoc2C)cc1OC
 : 3.4	-3.6	-1	-0.2	0	0.2	-4	-1.4	13
- O=C(c1ccccc1)N1CCN(c2ccc([N+](=O)[O-])cc2-n2cccc2)CC1
 : -1.2	-2.2	-5	2.3	-11	·	-2	0.0	10
- Cc1ccc(NS(=O)(=O)c2c(C)ccc3nsnc23)c([N+](=O)[O-])c1
 : -0.3	-0.8	1	1.2	?	8.4	0	2.6	4
- Cc1ccc(-n2c(-c3cccs3)nc3ccccc3c2=O)cc1
 : 1.2	1.5	3	-0.8	-7	-0.4	1	-0.1	22
- COc1cc(OC)cc(C(=O)NC(C(=O)NCCc2ccccn2)C(C)C)c1 (configuration not stated)
 : 0.0	-1.0	-4	0.9	6	-1.6	1	0.3	7
- O=S(=O)(Nc1ccccc1N1CCOCC1)c1ccccc1C(F)(F)F
 : -0.6	-4.1	3	-0.6	-20	-0.9	-3	-4.4	-2
- Cc1ccc2c(c1)nnn2C1CCN(C(=O)NCc2ccccc2)CC1
 : -0.1	-2.9	-1	-0.7	0	·	-3	-0.4	6
- CC(C)C[C@H]1CNC(=S)N1CC1CCCN1C[C@H](Cc1ccc(O)cc1)N1C[C@H](Cc2ccccc2)N(CC2CCCCC2)C1=S (some centres not stated)
 : ·	-1.0	-9	1.2	-10	-1.1	0	-0.9	11
- Cn1c(O)c(C=NC2CC(C)(C)NC(C)(C)C2)c(=O)n(C)c1=O
 : 0.3	-1.7	-6	-0.7	-9	0.9	1	-0.4	9
- O=C(CSc1nnc(-c2ccco2)n1Cc1ccco1)NCc1cccs1
 : -1.1	-1.0	1	?	9	·	8	0.4	3
- CCNS(=O)(=O)c1ccc(C(=O)OCC(=O)N2CCCc3ccccc32)cc1
 : -1.0	-1.5	0	-0.7	0	-3.8	5	-0.1	4
- CC(=O)NC1C(=O)N(C)c2ccc(Br)cc21 (configuration not stated)
 : 1.6	-1.4	-4	-0.1	0	0.8	0	-1.4	-14
- Cc1cccc(S(=O)(=O)N2CCCc3ccccc32)c1
 : -0.4	-4.7	-9	-2.2	-4	·	-3	-0.1	-12
- CCNC(=O)C1(C)CCCN1C(=O)c1ccc(N(C)C)cc1 (configuration not stated)
 : ·	-4.0	-5	·	4	-0.7	2	-0.1	2
- CC1(c2nnc(Cc3ccccc3)o2)CC(c2ccc(F)cc2)=NO1 (configuration not stated)
 : -2.5	-0.8	-3	-1.4	5	-0.6	2	0.3	5
- COc1ccccc1NC(=O)CCN1C(=O)C2CC=CCC2C1=O (configuration not stated)
 : 0.6	-0.3	0	-0.7	1	0.1	-2	-0.9	-8
- O=S(=O)(NC1CCCCCCC1)OCC(Cl)(Cl)Cl
 : -2.0	-5.4	5	9.1	-6	2.1	-2	0.1	3
- O=C(CCC(=O)N1CCOc2ccccc21)NCCCN1CCCCC1
 : 1.8	0.7	-9	0.7	-4	0.5	0	-0.1	-6
- COc1cccc(C2=NOC(C(=O)Nc3ccc4c(c3)OCO4)C2)c1OC (configuration not stated)
 : 1.1	0.1	11	-1.6	?	·	3	0.9	-2
- CCOc1ccc(/C=C2\CCC(C3CCCC3)C2=O)cc1OC (configuration not stated)
 : -0.5	0.1	-4	-2.4	-38	·	1	1.0	5
- CCC(CC)NC(=O)Cc1ccc(F)cc1
 : 0.8	-3.3	-3	-1.3	-4	0.2	-1	0.2	5
- NC(=S)N/N=C/c1ccc(Br)o1
 : 1.3	-2.4	-7	-0.1	-2	·	-4	-0.7	14
- Cc1ccc(NC(=O)CSc2nnc(C)n2CC2CCCO2)cc1 (configuration not stated)
 : -3.2	-1.0	-2	0.9	-3	·	4	-0.2	6
- COc1ccc(/C=N/NC(=S)Nc2cc(C(F)(F)F)ccc2Cl)cc1
 : 0.2	-0.2	·	·	·	-0.2	0	·	8
- COc1ccc(CN2C(=O)C(CC(=O)NCc3cccs3)CC(C(=O)N(C(C)C)C(C)C)=C2C)cc1 (configuration not stated)
 : ·	-1.5	-5	·	-1	-0.1	0	0.2	-1
- C=CCN1C(=O)C2(C(C(=O)OCC)=C(N)Oc3ccccc32)C2=C1CCCC2=O (configuration not stated)
 : 6.0	-4.0	-11	-1.3	4	·	-5	0.5	17
- CCOC(=O)c1ccc2nc(NC(=O)c3ccco3)sc2c1
 : 0.0	-1.7	-3	-0.2	0	-0.7	22	-0.4	36*
- OCCN(CCO)c1cc2c3ccccc3ccc2c2ccccc12
 : ·	-3.7	2	529*	-4	·	131*	-0.7	2
- O=c1c2c(nc3n1CCCCC3)-c1ccccc1CC21CCCC1
 : 1.8	-1.7	-1	0.4	-2	0.5	1	-0.4	-1
- Cc1ccccc1-c1cc(C(=O)NCc2cccc(C(F)(F)F)c2)n(CC2CC(c3cccnc3)=NO2)n1 (configuration not stated)
 : -1.8	0.6	-4	0.2	-8	-3.7	8	0.0	4
- CC(=O)N(C)c1ccc(NC(=O)Cc2cccs2)cc1
 : -0.9	0.9	8	-0.2	-5	-1.4	1	2.3	-5
- Cc1ccc(S(=O)(=O)N2CCSC2)cc1C
 : 1.5	-1.7	2	-0.6	-3	-1.7	2	0.3	1
- O=c1cc(-c2ccc(O)cc2)oc2c([C@@H]3O[C@H](CO)[C@@H](O)[C@H](O)[C@H]3O)c(O)c([C@@H]3O[C@H](CO)[C@@H](O)[C@H](O)[C@H]3O)c(O)c12
 : -1.9	-0.6	2	-1.2	-6	-1.8	-7	-0.4	17
- CCCNC(=O)N1[C@H]2CC[C@@H]1C(C(=O)OC)=C(c1cccc(C#N)c1)C2
 : 6.8	0.5	3	0.3	6	-0.7	4	0.1	12

# A few values from the list:
# For PfHsp40 rescue, `CCOc1ccc(/C=C2\CCC(C3CCCC3)C2=O)cc1OC` (configuration not stated) is entered as -2.4
# For Mtb BioA inh, `CCOC(=O)c1ccc2nc(NC(=O)c3ccco3)sc2c1` is entered as -0.7
# For GDH-TPI counter, `Cc1ccccc1-c1cc(C(=O)NCc2cccc(C(F)(F)F)c2)n(CC2CC(c3cccnc3)=NO2)n1` (configuration not stated) is entered as 4

# (next part)
# Every second line gives: Mtb UGM inh	FadD28 FP inh	Anthrax LF inh2	PfHsp40 rescue	BoNT F protease	Mtb BioA inh	Mtb FBA inh	BoNT-A LC inh2	GDH-TPI counter
- CCOc1ncccc1C(=O)OCc1cc(=O)oc2c(C)c(C)ccc12
 : ·	-1.4	-1	-2.0	-16	-0.5	0	-2.0	2
- CC(C)c1ccc(S(=O)(=O)NC2CCCC2)cc1
 : 0.7	-0.7	·	-1.5	·	1.8	0	·	-2
- COC(=O)c1sccc1NC(=O)CSCCc1ccccn1
 : -1.4	-1.9	1	0.7	6	-0.1	0	-0.1	3
- CCN1CCN(C(=O)C2CCC(CNS(=O)(=O)c3ccccc3)CC2)CC1 (configuration not stated)
 : 2.0	-3.9	-2	-1.5	0	0.3	1	1.3	1
- COC(=O)c1cc2ccccc2c(-c2c(O)ccc3ccccc23)c1O
 : 2.0	-1.7	-1	?	-4	-1.4	-2	-0.1	-1
- CCOc1ccc(OCCC(=O)OCC(=O)Nc2ccc(N3CCOCC3)cc2)cc1
 : 1.4	-0.4	2	-2.5	9	-4.0	5	3.5	9
- CCOC(=O)Cn1cc(/C=C(\C#N)C(=O)N2CCOCC2)c2ccccc21
 : -0.3	-0.9	8	-1.5	?	·	6	-2.7	13
- Clc1cccc(OCCN2CCCC2)c1
 : 2.4	-2.1	8	-0.4	?	-0.6	20	-1.2	3
- O=Cc1ccc2noc(-c3ccc(F)cc3)c2c1
 : 4.2	-0.4	2	0.5	6	-2.9	11	1.1	9
- CC(=O)N[C@@H](C)c1nc2ccccc2n1CCCN1CCN(c2nc(-c3ccc(C)cc3)cs2)CC1
 : 2.8	-0.5	-3	0.1	-6	-0.5	0	-0.5	7
- Cc1ccc(N(C(=O)Cn2nnc3ccccc32)C(C(=O)NCc2ccco2)c2ccc(C)o2)cc1 (configuration not stated)
 : ·	-4.1	-1	-1.0	14	4.5	2	0.5	-6
- CC(C#N)Sc1nnc(Nc2ccccc2)s1 (configuration not stated)
 : 0.8	-0.8	-10	3.7	-7	-0.6	-3	-0.8	1
- CC(C)C[C@@H](CN1CCC[C@@H]1CN1C(=S)NC[C@@H]1Cc1ccccc1)N1C[C@H](Cc2ccc(O)cc2)N(CCc2ccccc2)C1=S
 : ·	-1.3	7	·	10	-5.1	-2	0.4	·
- O=C(NCc1n[nH]c(=S)n1-c1cccc(C(F)(F)F)c1)c1ccco1
 : 7.1	-2.6	-7	-1.2	-4	-1.6	2	-5.4	14
- Cc1ccc(-c2csc(NC(=O)CCNC(=O)c3ccc(Cl)cc3)n2)cc1
 : 1.6	-3.8	6	-0.2	-1	·	1	-0.7	10
- COc1ccc(S(=O)(=O)NCCc2ccc(F)cc2)cc1
 : 0.6	-1.1	-3	-0.2	-6	1.6	-5	-1.4	12
- CCC(C)N(C(=O)COC(=O)Cc1n[nH]c(=O)c2ccccc12)C1CCS(=O)(=O)C1 (configuration not stated)
 : -1.0	-1.9	4	-0.3	-4	·	-2	0.4	4
- Cc1cc(C(=O)CN2C(=O)NC(CC(C)C)C2=O)c(C)n1-c1ccccc1F (configuration not stated)
 : 2.9	-0.4	-3	-0.6	-3	-2.2	-5	1.3	-1
- O=C(OCc1cc([N+](=O)[O-])cc2c1OCOC2)c1ccccn1
 : -2.0	0.3	-4	-0.2	1	·	1	1.6	7
- COc1ccc(CN(C)C(=O)CCN(c2ccccc2)S(=O)(=O)c2ccc(C)cc2)c(OC)c1
 : -0.7	-6.4	?	-0.3	4	-0.9	-3	2.7	1
- C/C(N)=C(/C#N)C(=O)CSc1nnc(Cc2ccccc2F)n1N
 : -1.4	-2.0&0.6	-4&-2	0.1&1.8	5&-1	1.8&0.6	1&2	0.6&-0.1	8&4
- Cc1noc(C(=O)N2CCN(Cc3ccc4c(c3)OCO4)CC2)c1Cl
 : 2.6	-3.1	-7	0.1	3	3.5	-2	-0.3	-3
- O=C(Nc1cccc([N+](=O)[O-])c1)c1cc2ccccc2cc1O
 : 0.1	-1.5	-7	-0.3	5	-0.4	4	-0.6	11
- Cc1ccc(CC(=O)NCCS(=O)c2ccc(Cl)cc2)cc1 (configuration not stated)
 : -2.2	-1.3	-2	-0.3	-9	-1.0	6	-0.3	10
- CCOC(=O)CC(=O)CSc1nc(C)cc(-c2cccnc2)c1C#N
 : -0.9	0.8	-3	0.8	-5	18	2	2.5	21
- COc1ccc(OC)c(Nc2cc(C)nc3ccc(C)cc23)c1
 : 1.4	-1.4	-5	-0.4	-3	0.2	-2	-0.6	25
- CCOC(=O)c1ccc[n+](CC(=O)Nc2cc(C(F)(F)F)ccc2Cl)c1
 : 1.8	-0.3	12	0.8	10	·	6	26	2

# Screening data as filed in PubChem.
